Source: PubChem BioAssay
ABCB1 block: human ABCB1 inhibition, ABCG2 as counter-screen. 0.067% of 190,000 active. inhibition, % at 6.6 µM. P08183. CCRF-Adr cells, JC-1 efflux, flow cytometry; in the data active = inhibition above about 40%;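 note: 0% = vehicle and 100% = reference inhibitor; higher value means more JC-1 retained so stronger ABCB1 efflux block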
Target sequence (P08183 whole entry, looked up): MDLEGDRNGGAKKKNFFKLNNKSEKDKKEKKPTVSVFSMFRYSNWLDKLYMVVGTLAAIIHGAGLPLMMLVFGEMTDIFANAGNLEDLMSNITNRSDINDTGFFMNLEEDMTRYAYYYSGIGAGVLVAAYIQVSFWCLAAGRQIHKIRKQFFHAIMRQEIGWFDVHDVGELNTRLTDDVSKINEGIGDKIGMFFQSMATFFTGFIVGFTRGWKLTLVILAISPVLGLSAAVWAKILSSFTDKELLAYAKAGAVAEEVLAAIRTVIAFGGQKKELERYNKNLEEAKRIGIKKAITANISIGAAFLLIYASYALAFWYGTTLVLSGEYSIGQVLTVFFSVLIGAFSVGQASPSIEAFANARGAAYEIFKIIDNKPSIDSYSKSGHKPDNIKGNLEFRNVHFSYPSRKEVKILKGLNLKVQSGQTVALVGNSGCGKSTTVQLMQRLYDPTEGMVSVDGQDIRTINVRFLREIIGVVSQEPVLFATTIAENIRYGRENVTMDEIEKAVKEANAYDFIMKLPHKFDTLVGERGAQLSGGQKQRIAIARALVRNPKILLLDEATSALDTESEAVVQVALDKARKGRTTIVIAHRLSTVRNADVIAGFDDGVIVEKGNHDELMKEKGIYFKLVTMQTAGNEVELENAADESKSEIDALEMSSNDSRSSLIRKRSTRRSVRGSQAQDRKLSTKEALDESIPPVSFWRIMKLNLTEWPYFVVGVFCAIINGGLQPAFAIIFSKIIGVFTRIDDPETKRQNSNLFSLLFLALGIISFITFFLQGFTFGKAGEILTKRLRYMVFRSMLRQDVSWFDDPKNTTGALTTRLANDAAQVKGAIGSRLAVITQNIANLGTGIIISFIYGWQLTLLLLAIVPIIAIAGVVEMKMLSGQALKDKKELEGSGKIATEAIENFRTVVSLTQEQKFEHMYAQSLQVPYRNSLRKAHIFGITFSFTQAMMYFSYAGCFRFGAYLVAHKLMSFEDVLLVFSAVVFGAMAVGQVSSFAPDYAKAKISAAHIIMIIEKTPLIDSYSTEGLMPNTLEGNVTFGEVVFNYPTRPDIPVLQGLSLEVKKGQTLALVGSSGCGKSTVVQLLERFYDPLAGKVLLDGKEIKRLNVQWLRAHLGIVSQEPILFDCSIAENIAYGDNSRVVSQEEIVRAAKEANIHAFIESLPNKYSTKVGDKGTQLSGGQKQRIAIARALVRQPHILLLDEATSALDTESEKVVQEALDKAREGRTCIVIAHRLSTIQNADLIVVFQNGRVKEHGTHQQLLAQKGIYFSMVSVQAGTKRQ
Avidin fluor: compound fluoresces at 488/530 nm on avidin beads; compound fluorescence 488/530 nm, flow cytometry; stronger effect = higher value; fluorescence (KMESF) at 10 µM; 0.38% of 220,000 active; in the data active = fluorescence above about 47; note: inactives centre near 10
Rac1 wt modul: alters GTP binding to wildtype human Rac1. GST-Rac1 beads, fluorescent GTP binding, flow cytometry; actives lie on both sides; 0 = cold GTP competed, 100 = untreated. GTP binding activity (% of control), % at 10 µM. 0.27% of 190,000 active. AID 757;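 active = GTP binding activity at least 20 points away from the 100% control level, either lower or higher; inconclusive = compound flagged as likely green fluorescent, judged across all proteins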
ABCG2 block: human ABCG2 inhibition, ABCB1 as counter-screen; IgMXP3 cells, JC-1 efflux, flow cytometry; AID 1325; 0.1% of 190,000 active; inhibition, % at 6.6 µM;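 active = inhibition above 80%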;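 note: 0% = DMSO and 100% = nicardipine control wells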
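Measure – % inhibition of efflux relative to nicardipine and DMSO · Test system – ABCG2 IgMXP3 and barcoded ABCB1 CCRF-Adr cell mix · Control set – nicardipine as high control, DMSO as low control · Compound – one concentration, 6.6 µM final · Signal – flow cytometry of retained JC-1 fluorescence · Timing – 10 min exposure at 25 °C with rotation, no wash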
Pf gamet viab: P. falciparum stage V gametocyte viability inhibition. AID 743093. 0.065% of 150,000 active. P. falciparum stage V gametocytes, ATP luminescence, 24 h. inhibition, % at 10.9 µM;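 active = inhibition above the mean plus 3 SD of compounds within the control limits, set per campaign, cut at about 38% in these data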;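 note: 0% = DMSO wells and 100% = medium only without gametocytes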
Rab2A wt mod: changes GTP binding to wildtype dog Rab2A, up or down | 0.19% of 190,000 active | AID 760 | GTP binding activity, % at 10 µM | GST-Rab2 wt beads, Bodipy-GTP binding, flow cytometry;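 active = GTP binding activity at least 20 points away from 100%, either lowered or raised; inconclusive = signal likely due to the compound's own green fluorescence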;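 note: 0% = beads with excess unlabeled GTP and 100% = no-compound control corrected for plate trend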
HRas wt GTP bind: human HRas wildtype GTP binding, change in either direction; P01112; GST-Ras wt beads, Bodipy-FL-GTP binding, flow cytometry; actives lie on both sides; GTP binding activity, % at 10 µM; 0.14% of 190,000 active; AID 759;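 active = GTP binding activity at least 20% away from the 100% baseline, either lowered as inhibitor or raised as activator; inconclusive = flagged as likely green fluorescent, judged across all proteins in the well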;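 note: 0% = unlabeled GTP competition control and 100% = no-compound control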
Rab7 wt modul: alters GTP binding to wildtype dog Rab7; AID 758; GST-Rab7 beads, fluorescent GTP binding, flow cytometry; actives lie on both sides; untreated = 100%, excess cold GTP = 0%; GTP binding activity (percent of control), % at 10 µM; 0.055% of 190,000 active;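 active = fluorescent GTP binding to Rab7 beads changed by at least 20 points from the 100% baseline, either direction, mostly lower; inconclusive = compound itself probably fluorescent, or too few beads counted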;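 note: median green fluorescence of bound Bodipy-FL-GTP per Rab7 bead population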
Cdc42 wt: modulators (inhibitors or activators) of GTP binding to human Cdc42 wildtype. GST-Cdc42 beads, Bodipy-GTP binding, flow cytometry; actives lie on both sides. 0.2% of 190,000 active. AID 761. P60953. percent activity (GTP binding), % at 10 µM;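 active = percent activity GTP binding at least 20 points away from the 100% baseline, either down as inhibitor or up as activator; inconclusive = compound flagged as likely green fluorescent from well-wide comparison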;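 note: median bead fluorescence of bound Bodipy-FL-GTP at 100 nM; 0% = excess unlabeled GTP control and 100% = no compound control; below 100% means less GTP binding so inhibitor and above means activator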
GSH bead fluor: GSH bead compound fluorescence profile | GSH beads flow cytometry, compound fluorescence 488/530 nm; stronger effect = higher value | fluorescence (KMESF) at 10 µM | 0.25% of 190,000 active; in the data active = fluorescence above about 89;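 note: glutathione beads carrying GST-tagged Bcl family fusion proteins plus one bare bead set; values are compound well signal with DMSO vehicle wells as background; inactives centre near 16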
Rac1 mut GTP: alters GTP binding to activated mutant human Rac1. 0.11% of 190,000 active. percent activity (GTP binding), % at 10 µM. AID 764. GST-Rac1 activated beads, fluorescent GTP binding, flow cytometry; actives lie on both sides; 100% means binding = to untreated wells;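 active = GTP binding at least 20 percentage points away from the 100% baseline, in either direction, so actives lie on both sides; inconclusive = Compound likely fluorescent itself, or too few beads counted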
Starred values were filed as active, the others as inactive; ? = inconclusive; / = not tested or not shown. No enrichment for hits. Share with any hit: about 1.1%.

cpd	Molecule	ABCB1 block	Avidin fluor	Rac1 wt modul	ABCG2 block	Pf gamet viab	Rab2A wt mod
1	CC(C)CC(c1nnnn1CCc1ccccc1)N1CCN(C(=O)c2ccco2)CC1 (stereo not drawn)	6.5	30	109	23	10	101
2	COc1ccccc1N1CCN(C(=O)C2c3ccccc3Oc3ccccc32)CC1	1.1	23	97	8	-5	94
3	Cc1ccc(N)c(C(O)(C(F)(F)F)C(F)(F)F)c1	0.3	7	100	2	/	99
4	O=S1(=O)N=C2CCCCCN2C(c2ccc(F)cc2)N1 (stereo not drawn)	0.3	13	100	1	-11	98
5	CCCn1nc(NC(=O)c2cccs2)c2cc3ccccc3nc21	0.4	9	95	1	14	97
6	COc1cc(CNC2CCCC2)cc(Cl)c1OCc1ccccc1Cl	1.5	20	110	8	/	104
7	COC(=O)c1ccc(C(=O)OC)c(NC(=S)N2CCCC(CO)C2)c1 (stereo not drawn)	0.2	8	102	2	/	102
8	CC(Cc1n[nH]c(=S)o1)c1ccccc1 (stereo not drawn)	0.0	9	95	0	3	97
9	Cc1ccc(-c2ccc(/C=N/c3ncn[nH]3)o2)cc1Cl	-0.2	16	96	1	/	96
10	CCOc1[nH]n(-c2ccccc2)c(=O)c1C=NCc1cccnc1	2.0	11	101	11	-1	98

cpd	HRas wt GTP bind	Rab7 wt modul	Cdc42 wt	GSH bead fluor	Rac1 mut GTP
1	102	100	102	19	99
2	94	94	94	24	96
3	98	100	100	14	99
4	99	104	97	24	97
5	96	98	94	22	94
6	103	98	108	8	101
7	99	100	102	17	99
8	93	102	94	13	96
9	99	98	97	24	96
10	99	106	98	9	96

(continued)
cpd	Molecule	ABCB1 block	Avidin fluor	Rac1 wt modul	ABCG2 block	Pf gamet viab	Rab2A wt mod
11	CCOC(=O)c1nc(-c2ccc(OC)c(OC)c2)cnc1C#N	0.2	4	104	1	-24	99
12	CCN(CCn1cccn1)C(=O)c1cc(COc2c(F)cccc2F)on1	0.7	10	101	2	-7	98
13	COc1cc(CN2CCN(Cc3ccc(C)cc3)C(CCO)C2)cc(OC)c1O (stereo not drawn)	0.4	11	99	1	3	96
14	N#C/C(=C\c1ccc(OCc2ccccc2)cc1)C(N)=O	0.1	20	103	1	12	101
15	Cc1ccc(-n2c([O-])nc(-[n+]3ccccc3)c2C=O)cc1	0.0	7	99	2	/	97
16	CCOC(=O)CCCNC(=O)CCCNC(=O)C(c1ccccc1)c1ccccc1	1.2	23	102	6	/	95
17	CCC1CCCN1Cn1cnc2c([nH]c3ccc(Cl)cc32)c1=O (stereo not drawn)	-2.1	12	104	0	/	102
18	C=CCC1CCCC(=O)N2CC[C@H](O)C12 (stereo partly drawn)	1.6	6	106	8	/	101
19	O=C(c1ccc(Cl)cc1)c1c[nH]c(C(=O)C(Cl)(Cl)Cl)c1	-0.5	13	97	-2	/	97
20	CC1Cc2ccccc2N1CC(=O)Nc1ccc2c(c1)OCO2 (stereo not drawn)	0.1	8	99	0	8	97

cpd	HRas wt GTP bind	Rab7 wt modul	Cdc42 wt	GSH bead fluor	Rac1 mut GTP
11	103	105	102	9	95
12	97	98	98	58	97
13	98	95	99	25	99
14	101	100	103	8	99
15	98	95	98	8	94
16	99	95	102	18	94
17	102	103	101	21	98
18	101	102	102	17	102
19	98	96	99	53	96
20	97	92	102	4	99

Single records, as listed above. Screens in order: ABCB1 block	Avidin fluor	Rac1 wt modul	ABCG2 block	Pf gamet viab	Rab2A wt mod	HRas wt GTP bind	Rab7 wt modul	Cdc42 wt	GSH bead fluor	Rac1 mut GTP
`CCOC(=O)CCCNC(=O)CCCNC(=O)C(c1ccccc1)c1ccccc1` is listed as 1.2	23	102	6	/	95	99	95	102	18	94
`CCN(CCn1cccn1)C(=O)c1cc(COc2c(F)cccc2F)on1` is listed as 0.7	10	101	2	-7	98	97	98	98	58	97
`C=CCC1CCCC(=O)N2CC[C@H](O)C12` (stereo partly drawn) is listed as 1.6	6	106	8	/	101	101	102	102	17	102
`N#C/C(=C\c1ccc(OCc2ccccc2)cc1)C(N)=O` is listed as 0.1	20	103	1	12	101	101	100	103	8	99

Other results
cpd	Molecule	ABCB1 block	Avidin fluor	Rac1 wt modul	ABCG2 block	Pf gamet viab	Rab2A wt mod
21	N#Cc1cccc(NC(=O)COC(=O)CCc2nc3ccccc3c(=O)[nH]2)c1	0.4	5	102	4	-19	104
22	O=C(NCCCN1CCOCC1)C(C(=O)NCCCN1CCOCC1)c1ncc(C(F)(F)F)cc1Cl	-0.1	5	100	5	/	100
23	Cc1ccc(CSC2=CS(=O)(=O)c3ccccc3N2)cc1	1.2	37	102	4	4	99
24	CCOc1cc2c(cc1OCC)C(C(=O)O)C(c1cc(Br)c(O)c(OC)c1)N(C)C2=O (stereo not drawn)	0.1	16	101	1	/	103
25	Cn1nc(N)c2c(-c3ccc(Cl)cc3)c(C#N)c(N)nc21	11	13	111	9	-2	100
26	O=C1N(Cc2ccc(F)cc2)CCN1c1ccc(F)cc1	-0.2	8	103	15	-21	97
27	COC(=O)CN1C(=S)N(c2ccc(Cl)cc2)C(=O)C1CC(=O)Nc1ccccc1 (stereo not drawn)	-0.7	14	106	-1	-7	96
28	Cc1cc(C)cc(NC(=O)Cn2c(-c3ccccc3Cl)nc3ccccc32)c1	1.9	8	98	13	-6	97
29	N#C/C(=C\c1cccnc1)c1nc2c(s1)CCCC2	1.3	8	98	8	-4	96
30	O=C(OCCCN=C1NS(=O)(=O)c2ccccc21)c1ccc(F)cc1	0.5	4	99	5	/	99

cpd	HRas wt GTP bind	Rab7 wt modul	Cdc42 wt	GSH bead fluor	Rac1 mut GTP
21	101	106	99	10	97
22	99	103	95	20	95
23	100	97	100	17	99
24	105	101	104	20	100
25	102	100	105	12	100
26	98	97	100	9	97
27	100	101	101	3	97
28	94	98	97	15	96
29	95	101	98	13	95
30	100	100	98	17	99

(list continues)
cpd	Molecule	ABCB1 block	Avidin fluor	Rac1 wt modul	ABCG2 block	Pf gamet viab	Rab2A wt mod
31	Cc1ncc([N+](=O)[O-])n1CC(=O)NCc1ccccc1	0.1	9	105	2	5	100
32	CN(CC(=O)N1CCc2ccccc2C1)S(=O)(=O)c1ccc2c(c1)c(=O)n(C)c(=O)n2C	0.5	6	97	2	/	94
33	COc1ccc(OC)c(N2C(=O)C(Cl)=C(N3CCOCC3)C2=O)c1	0.9	6	100	4	-24	98
34	O=C1CCCN1c1cc(Cl)ccc1Cl	0.4	5	99	4	0	100
35	Cc1noc(C)c1C(=O)NCc1ccccc1F	-0.1	10	97	2	21	101
36	O=C(CCc1ccc(S(=O)(=O)NC2CCCCC2)cc1)NCc1ccc(Cl)cc1	1.2	8	101	2	-13	100
37	CCN(CC)C(=O)c1ccc2c(c1)N(Cc1ccccc1)C(=O)CS2=O (stereo not drawn)	0.5	7	103	0	/	97
38	O=C(Cc1ccc(Br)cc1)OCC(=O)c1ccc2c(c1)OCCO2	0.2	2	?	1	-5	?
39	CCC(=O)Oc1ccc(C(=O)Nc2ccc3c(c2)C(=O)N(C2CCCCC2)C3=O)cc1	1.3	13	?	7	/	?
40	CC(Nc1cc(N2CCN(C(=O)C(C)(C)C)CC2)ccc1[N+](=O)[O-])c1ccccc1 (stereo not drawn)	0.6	10	98	1	3	96

cpd	HRas wt GTP bind	Rab7 wt modul	Cdc42 wt	GSH bead fluor	Rac1 mut GTP
31	99	95	101	9	100
32	97	95	94	14	97
33	101	95	103	6	99
34	98	98	98	40	99
35	97	106	95	19	97
36	101	103	101	29	99
37	100	99	105	14	97
38	?	?	?	23	?
39	?	?	?	8	?
40	98	95	96	16	98

(continued)
cpd	Molecule	ABCB1 block	Avidin fluor	Rac1 wt modul	ABCG2 block	Pf gamet viab	Rab2A wt mod
41	COCC(C)n1c(C)cc(C(=O)CSc2cc(C)c3ccccc3n2)c1C (stereo not drawn)	0.1	3	102	1	-4	99
42	O=C(OCN1C(=O)c2ccccc2C1=O)c1ccccc1	0.9	1	103	3	/	101
43	Cc1ccc(CN(Cc2ccccc2)C(=S)Nc2ccccc2C)o1	1.6	11	101	8	-11	101
44	O=C(Nc1cccc(F)c1)C1CCCN1S(=O)(=O)c1cccc2cccnc12 (stereo not drawn)	0.4	7	111	1	/	110
45	CCc1ccc(C(=O)Nc2ccc(S(=O)(=O)Nc3nc(C)cc(C)n3)cc2)o1	0.1	6	99	4	-9	98
46	COc1cc(C(=O)Nc2ccc(N(C)C)cc2)cc(OC)c1OC	0.1	7	99	1	/	97
47	Cc1cc(NC(=O)CCC(=O)N(CC(=O)NC2CCCC2)Cc2ccco2)no1	-0.1	2	99	1	/	98
48	COc1ccc(/C=N\NC(=O)COc2ccccc2Cl)cc1Cn1nc(C)cc1C	-0.1	3	95	-1	/	96
49	CC1=CC(C)(C)NC(=S)N1c1ccc(C)cc1C	-2.1	9	94	-4	/	97
50	Cc1ccc(S(=O)(=O)/N=C/N(C)C)cc1	-0.2	12	101	1	/	100

cpd	HRas wt GTP bind	Rab7 wt modul	Cdc42 wt	GSH bead fluor	Rac1 mut GTP
41	101	102	95	10	99
42	102	99	104	55	97
43	103	106	99	13	98
44	106	103	109	14	105
45	99	97	100	12	95
46	98	95	102	6	99
47	96	97	97	42	98
48	97	96	95	48	93
49	96	99	96	13	94
50	101	105	100	12	101

The list goes on:
cpd	Molecule	ABCB1 block	Avidin fluor	Rac1 wt modul	ABCG2 block	Pf gamet viab	Rab2A wt mod
51	O=C(c1c(Cl)cccc1Cl)N1CCN(c2ccccn2)CC1	0.0	6	96	2	-28	96
52	OCC1CCCN(Cc2ccc(-c3ccccc3)cc2)C1 (stereo not drawn)	0.1	24	99	0	/	96
53	O=C(CN1C(=O)NC2(CCCc3ccccc32)C1=O)N1CCN(C(=O)c2ccco2)CC1 (stereo not drawn)	-0.3	5	108	0	/	106
54	COc1ccc(-c2[nH]ncc2CNCCc2ncccc2C)cc1F	-0.1	10	96	0	-2	94
55	CN(c1ccccc1)S(=O)(=O)c1ccc(Cl)c(C(=O)Nc2ccc(N3CCOCC3)cc2)c1	0.1	22	100	1	0	99
56	CCOC(=O)C1(Cc2ccccc2)CCN(Cc2cccc3c2OCO3)CC1	0.7	12	99	2	-10	94
57	CC1(c2ccc3noc(-c4ccc(Cl)cc4)c3c2)OCCO1	0.2	8	105	2	/	97
58	CCCCc1nnc(NC(=O)CSc2nc(N)cc(=O)[nH]2)s1	0.5	29	99	0	-3	100

cpd	HRas wt GTP bind	Rab7 wt modul	Cdc42 wt	GSH bead fluor	Rac1 mut GTP
51	97	96	97	45	92
52	97	95	97	26	98
53	104	107	105	25	99
54	93	95	95	13	96
55	99	99	97	13	95
56	98	98	96	22	96
57	99	98	100	5	99
58	100	102	100	13	96
